Compound activity as filed in PubChem BioAssay.
A549 tox – Nrf2 qHTS screen for inhibitors: counterscreen for cytotoxicity. AID 504648, 2011. 390,000 compounds, 0.16% hits. A549 ARE-Fluc cells, CellTiter-Fluor viability, 18-24 h. Potency, µM (titrated, usually from 46 µM), without a hit: at the top dose activity change, negative = cytotoxicity, most hits filed as inhibitors; note: potency is the fitted concentration of half-maximal effect; % is set by controls: 0 for no effect and ±100 for the full control effect
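A549 ARE-Fluc cells in 5% FBS OPTI-MEM, 5000 cells/well, rested 2 h then exposed to compounds in concentration-response for 18-24 h at 37 °C. Viability by CellTiter-Fluor fluorescence (Ex 405/Em 525) after 30 min; luciferase luminescence (BugLite, 15 min, RT) read afterwards.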
HepG2 tox – qHTS for Inhibitors of TGF-b: Cytotox Counterscreen; Potency, µM (doses to about 46.1 µM), inactives show top-dose activity change, negative = cytotoxicity, hits mostly cytotoxic; AID 588856, 2011; HepG2 CAGA-GFP viability, ATP luminescence, 18 h; 410,000 compounds, 0.76% hits; note: potency is the fitted concentration of half-maximal effect; some results filed as inactive show a strong effect at the top dose
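CellTiter-Glo luminescence gave cytotoxicity after 18 hours at 37 degrees C. The cells were HepG2 CAGA-GFP in 1% FBS DMEM, stimulated with 500 pg/mL TGF-beta after compound addition. %Activity was normalised to no-cell wells (complete cell-killing) and DMSO (no toxicity), and curves were fitted and classified.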
pAkt inh – HTS Assay for Inhibitors of Akt Phophorylation: Primary Screen; Neuro2A IGF-stimulated pAkt S473 HTRF, 20 min; active compounds read low; activity change, % for hits at 50 µM; 360,000 compounds, 0.32% hits; in the data active = activity change below about -80%; inconclusive = mostly about -51% to -80%; note: % is set by controls: 0 for no effect and ±100 for the full control effect
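Single-point screen (50 µM final compound) in Neuro2A cells stimulated 20 min with 6 nM IGF at 37 deg C. After lysis, Ser473-phosphorylated Akt read by HTRF (ex 330 nm, em 615/665 nm) as the 665/615 ratio.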
Mm-Cpn inhibitor – Inhibitors of TCP-1 ring complex (TRiC) of Methanococcus maripaludis (MmCpn): qHTS; Chaperonin Mm-Cpn (Methanococcus maripaludis); purified Mm-Cpn ATPase, ADP Transcreener TR-FRET; Potency, µM (titrated, usually from 76.9 µM), without a hit: top-dose activity, negative = inhibition, usual class: inhibitors; 330,000 compounds, 0.031% hits; AID 504842, 2011; note: potency is the fitted concentration of half-maximal effect; % is set by controls: 0 for no effect and ±100 for the full control effect; nearly all actives have a fitted effect of over 80% in size
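ATP (10 uM final) was added to archaeal chaperonin (25 nM final) after 10 min exposure to test compound at 37°C; after 30 min further incubation, ADP was detected by competitive TR-FRET.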
Nrf2 block – Nrf2 qHTS screen for inhibitors | A549 ARE-Fluc reporter, luciferase luminescence, 18-24 h | Potency, µM (highest dose often 46 µM), inactives show at the highest dose activity change, negative = inhibition, actives largely listed as inhibitors | 360,000 compounds, 2.1% hits | AID 504444, 2011; note: potency is the fitted concentration of half-maximal effect; % is set by controls: 0 for no effect and ±100 for the full control effect; nearly all actives have a fitted effect of over 60% in size
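A549 ARE_Fluc cells, 5000/well, 5% FBS OPTI-MEM; compounds in dose-response, 18-24 h at 37 °C/5% CO2; CellTiter-Fluor viability read (Ex 405/Em 525), then BugLite luciferase luminescence = Nrf2 activity.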
Nrf2 activator – qHTS of Nrf2 Activators | Potency, µM (highest dose often 46.1 µM), for inactives: at the top dose activation, actives largely listed as activators | 410,000 compounds, 0.31% hits | AREc32 ARE-luciferase reporter (MCF7-derived line), luminescence, 24 h; note: potency is the fitted concentration of half-maximal effect; % of control where 0% means no effect; nearly all actives have a fitted effect of over 65% in size
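Luminescent ARE reporter assay in AREc32_Fluc cells: overnight plating at 37 deg C, 24 hr compound incubation, Steady-Glo added, 30 min RT before reading.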
CCT modulator – High-Throughput Screening for Modulators of Cytosolic Chaperonin Activity. purified chaperonin ATPase assay, HTRF ADP detection, 30 min. activity change, % (test concentration not listed), hits read low. 360,000 compounds, 0.3% hits. AID 651819, 2012; in the data active = activity change below about -30%; note: % is set by controls: 0 for no effect and ±100 for the full control effect
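TRiC (40 or 20 nM final, by batch activity) in 30 mM Tris pH 7.4, 100 mM KCl, 5 mM MgCl2, 1 mM DTT was treated with compound at 76 uM single dose, then 10 uM ATP, 30 min at 37 °C. ADP was read by HTRF Transcreener.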
TGFb SMAD3 inh – qHTS for Inhibitors of TGF-b; HepG2 CAGA-GFP TGF-b/SMAD3 reporter, GFP fluorescence, 18 h; TGF-beta stimulated, 500 pg/mL final; Potency, µM (series often up to 46.1 µM), for inactives: top-dose activity, negative = inhibition, usual class: inhibitors; 410,000 compounds, 1.2% hits; AID 588855, 2011; note: potency is the fitted concentration of half-maximal effect; % is set by controls: 0 for no effect and ±100 for the full control effect; nearly all actives have a fitted effect of over 65% in size
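Using HEPG2 CAGA-GFP reporter cells at 1000 cells/well, we pinned test compounds, stimulated with recombinant TGF-beta (500 pg/mL final) and measured total well GFP after 18 h.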
Abeta rescue – qHTS for compounds that reverse cellular toxicity of Amyloid beta (A-beta) peptide in yeast: Primary Screen | yeast expressing A-beta42, growth rescue, OD600, 48 h; response scale: 0% DMSO, 100% iron-clioquinol control | Potency, µM (highest dose often 46.1 µM), inactives show at the highest dose growth rescue, most hits filed as activators | 410,000 compounds, 0.063% hits; note: potency is the fitted concentration of half-maximal effect; nearly all actives have a fitted effect of over 55% in size
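Yeast growth medium received pinned compounds, then yeast cells expressing toxic A-beta were added; plates incubated at 30 C for 48 hr. Growth read as absorbance at 600 nm, normalized to DMSO and equimolar FeCl3 plus clioquinol controls.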
Numbers without * were called inactive; i = inactive; ? = inconclusive; · = not tested or not shown; [ ] = dose if it differs, or a comment. Unless noted, calls come from the whole dose curve; as a rule, active = well fitted curve in the direction sought with a large enough effect; inconclusive = small, poorly fitted or top-dose-only effect, or another doubt; inactive = no such curve, though single readings can be large; an effect the other way counts as inactive or inconclusive.

SMILES	A549 tox	HepG2 tox	pAkt inh	Mm-Cpn inhibitor	Nrf2 block	Nrf2 activator	CCT modulator	TGFb SMAD3 inh	Abeta rescue
O=[N+]([O-])c1ccccc1CN1CCN(c2ncccn2)CC1	1%	-25%	i	-2%	4%	0.0%	0.6	1%	-14%
COc1ccc(NC(=O)Cn2c(SCc3ccc(C)cc3)nc3cccnc32)cc1OC	-12%	-57%	·	·	?	-1.0%	·	?	12%
COc1ccc2[nH]cc(CCNC(=S)NC3CCCC3)c2c1	2%	-2%	i	0%	12%	-0.5%	1.6	?	6%
Cc1ccc(-c2noc(CSc3ccccc3)n2)cc1	?	-13%	i	-2%	?	2.7%	0.2	-23%	0%
COc1ccc(NC(=O)c2cccc(-n3cnnn3)c2)cc1	2%	-1%	i	-2%	?	0.1%	0.0	5%	8%
Cc1ccccc1Cn1c(C(=O)O)c(CNCc2cccc(F)c2)c2ccccc21	4%	-10%	·	·	14%	-1.1%	·	0%	5%
COc1ccc(C(=O)NCCN2CCCC2)cc1[N+](=O)[O-]	0%	-1%	i	0%	9%	-0.6%	1.7	19%	8%
COCCOC(=O)C1=C(C)OC(N)=C(C#N)C1c1cc2cccc(C)c2nc1Cl (stereo not given)	-8%	5%	i	-1%	?	28%	-0.2	6%	24%
CCOc1ccc(Br)cc1S(=O)(=O)NCc1ccncc1	-15%	-1%	i	0%	?	-0.6%	1.8	8%	3%
Cc1c(Cl)cccc1NC(=O)CSc1ncccc1C(=O)Oc1ccccc1Cl	5%	-5%	·	·	·	6.7%	·	-3%	0%
Cc1ccc(NC(=O)CN2C(=O)S/C(=C\c3ccc(C(=O)O)cc3)C2=O)cc1	-10%	0%	i	0%	-6%	0.2%	-5.0	-13%	-7%
O=C(Nc1ccc2c(c1)OCO2)N1CCN(c2ncc(C(F)(F)F)cc2Cl)CC1	-9%	-22%	i	1%	9.2µM*	2.8%	0.0	-2%	-14%
CCN(CC(=O)Nc1c(F)cccc1F)C(=O)CCSc1ccc(C)cc1	2%	-5%	i	-2%	-10%	0.3%	-1.4	-37%	12%
O=C(CC(C(=O)O)c1ccc(Cl)cc1)c1ccccc1 (stereo not given)	2%	-7%	i	-8%	-7%	-0.1%	-5.9	-7%	29%
CC1(C)CC(NC(=O)C(c2ccccc2)c2ccccc2)CC(C)(C)N1	-5%	-32%	i	-2%	?	-0.4%	0.0	-14%	5%
Cc1ccc(N2CC(c3nc4ccccc4n3C)CC2=O)cc1C (stereo not given)	7%	5%	i	0%	-7%	3.2%	-2.1	1%	8%
CN1CCN(Cc2c(O)ccc3c(=O)c(Oc4ccccc4Cl)c(C(F)(F)F)oc23)CC1	-9%	-3%	i	-4%	1%	-0.9%	1.0	2%	11%
O=C(CN1C(=O)S/C(=C\c2ccc(Cl)cc2)C1=O)NNC(=O)c1ccccc1O	5%	-35%	i	-2%	8%	-0.4%	-1.5	-18%	6%
CN(C)CCN(C(=O)CN1C(=O)c2ccccc2C1=O)c1nc2cc3c(cc2s1)OCCO3	0%	8%	i	3%	?	0.3%	2.1	16%	-5%
COc1cc(NC(=O)CCn2nc(C)cc2C)cc(OC)c1OC	5%	-2%	·	·	33%	-0.1%	·	-3%	-11%

Filtered by structure, those above with a CF3 group.
SMILES	A549 tox	HepG2 tox	pAkt inh	Mm-Cpn inhibitor	Nrf2 block	Nrf2 activator	CCT modulator	TGFb SMAD3 inh	Abeta rescue
O=C(Nc1ccc2c(c1)OCO2)N1CCN(c2ncc(C(F)(F)F)cc2Cl)CC1	-9%	-22%	i	1%	9.2µM*	2.8%	0.0	-2%	-14%
CN1CCN(Cc2c(O)ccc3c(=O)c(Oc4ccccc4Cl)c(C(F)(F)F)oc23)CC1	-9%	-3%	i	-4%	1%	-0.9%	1.0	2%	11%

The listing picks up, starting 5 compounds before the break.
SMILES	A549 tox	HepG2 tox	pAkt inh	Mm-Cpn inhibitor	Nrf2 block	Nrf2 activator	CCT modulator	TGFb SMAD3 inh	Abeta rescue
Cc1ccc(N2CC(c3nc4ccccc4n3C)CC2=O)cc1C (stereo not given)	7%	5%	i	0%	-7%	3.2%	-2.1	1%	8%
CN1CCN(Cc2c(O)ccc3c(=O)c(Oc4ccccc4Cl)c(C(F)(F)F)oc23)CC1	-9%	-3%	i	-4%	1%	-0.9%	1.0	2%	11%
O=C(CN1C(=O)S/C(=C\c2ccc(Cl)cc2)C1=O)NNC(=O)c1ccccc1O	5%	-35%	i	-2%	8%	-0.4%	-1.5	-18%	6%
CN(C)CCN(C(=O)CN1C(=O)c2ccccc2C1=O)c1nc2cc3c(cc2s1)OCCO3	0%	8%	i	3%	?	0.3%	2.1	16%	-5%
COc1cc(NC(=O)CCn2nc(C)cc2C)cc(OC)c1OC	5%	-2%	·	·	33%	-0.1%	·	-3%	-11%
CCc1ccc(C(=O)COC(=O)C(Cc2c[nH]c3ccccc23)NC(=O)c2ccc(CC)cc2)cc1 (stereo not given)	-7%	-37%	·	·	·	0.6%	·	?	-7%
CCCCCCCC(=O)N/N=C/c1ccco1	-2%	-11%	i	-1%	1%	19%	1.6	-4%	-16%
NC(=S)NN=Cc1nccc2ccccc12	?	-8%	i	·	?	20%	-6.8	-18%	?
CC(C)N(Cc1ccccc1)C(=O)COC(=O)CCC(=O)c1ccc(F)cc1	-2%	-1%	i	0%	-5%	0.1%	2.5	-14%	6%
COC(=O)c1c(C)oc2ccc(N(C(=O)c3ccncc3)S(=O)(=O)c3ccc4ccccc4c3)cc12	-23%	-19%	i	0%	23µM*	3.1%	0.2	?	5%
Cc1ccc(CNC(=O)c2cn(C)c(=O)c3c2c2ccccc2n3C)o1	0%	-28%	i	-1%	-8%	4.1%	-2.9	-3%	-12%
C[C@]12CCC(=O)C[C@@H]1CC[C@@H]1[C@@H]2CC[C@]2(C)C=CC[C@@H]12	-2%	-12%	i	-2%	7%	-0.3%	-0.2	-11%	-20%
CCOc1cc(/C=N/NC(=O)CCn2nc(C)cc2C)ccc1O	1%	-1%	i	0%	-8%	-0.2%	-0.3	-5%	-4%
CN(C)c1nc(NCc2ccccc2)nc(N/N=C/c2ccc(Cl)cc2Cl)n1	1%	-7%	i	2%	-13%	-0.1%	-1.5	23%	0%
CC(=O)c1cccc(OCC(=O)N2CCN(c3ccc(C(F)(F)F)cn3)CC2)c1	0%	-8%	i	1%	?	0.6%	-0.8	-30%	6%
COc1ccc(S(=O)(=O)Nc2ccc3oc(C)c(C(C)=O)c3c2)cc1	?	-30%	i	3%	?	2.2%	-1.0	-9%	-8%
COc1ccc(NC(=O)[C@H](NC(=O)[C@@H]2Cc3ccccc3CN2)c2ccccc2)cc1	-1%	-4%	i	2%	10%	-0.4%	0.4	-2%	3%
COc1ccccc1CNC(=O)CCC1N=C2c3ccccc3N=C(SCC(N)=O)N2C1=O (stereo not given)	5%	-29%	·	·	·	5.1%	·	8%	-10%
CCN(CC)c1ccc(C(=O)OCC(=O)N2CCN(c3ccccc3)CC2)cc1	-6%	-3%	i	2%	-7%	0.0%	-0.2	-2%	9%
C/C(=N/NC(=O)Cc1cccs1)c1ccco1	1%	-28%	i	1%	0%	2.6%	-4.6	-4%	-11%
CCn1cc(C(=O)N2CCc3ccccc32)c(=O)c2cc(S(=O)(=O)N3CCCCCC3)ccc21	-19%	-8%	·	1%	?	-0.4%	0.5	-9%	2%
Cc1cc(C)cc(NC(=O)CSc2nc3c(cnn3-c3ccc(F)cc3)c(=O)[nH]2)c1	1%	3%	·	·	-10%[9.27 µM]	-0.2%	·	-17%	6%
CCOC(=O)c1cc(NC(=O)c2ccc(Cl)cc2)c(=O)oc1-c1ccccc1	0%	37%	i	-1%	?	-0.5%	-0.3	-4%	16%
CCn1c(=O)c(C(=O)Nc2ccc(C(C)=O)cc2)nc2ccccc21	1%	-26%	·	·	4%	-1.2%	·	12%	-9%
Cc1c(NS(=O)(=O)c2ccccc2)cc(Cl)c(O)c1C	-1%	10%	i	1%	6%	25%	-1.8	-1%	-15%
CC(C)(C)N(Cc1ccccc1)C(=O)COC(=O)c1ccc(Br)o1	1%	0%	i	0%	-14%	-2.0%	1.0	0%	4%
COc1ccc(S(=O)(=O)N2CCC(C(=O)NCc3ccccn3)CC2)cc1Cl	0%	-15%	i	0%	-18%	1.9%	-0.5	-9%	-7%
Cc1ccc(CSCc2nnc(SCC(=O)N3CCN(c4ccccc4)CC3)n2C)cc1	-23%	-30%	i	0%	?	3.8%	-0.1	-24%	13%
COc1cccc2c1cc1c(=O)n(CC(=O)NCc3ccc(C)o3)nc(C)n12	2%	-19%	·	·	5%	-0.2%	·	-15%	-15%
COc1ccc(S(=O)(=O)Nc2nnc(C)s2)cc1	3%	2%	i	2%	15%	-0.5%	0.5	-6%	22%
OC(COCc1cccs1)CN1CCN(c2cccc(Cl)c2)CC1 (stereo not given)	1%	-11%	i	-1%	-11%	0.1%	-5.3	-29%	8%
CCOC(=O)c1cnc2ccc(C)cc2c1Nc1ccc(N(CC)CC)cc1	?	-29%	·	·	?	-0.5%	·	?	-9%
Cc1ccc(CCNC(=O)c2nnn(-c3cc(C)cc(C)c3)c2N)cc1	3%	-10%	i	0%	4%	-0.4%	1.4	-21%	24%
